ASAP1 GAP inh – ASAP1 ArfGAP inhibition; hit rate 0.19% among 360,000; ASAP1-stimulated ARF1 GTP hydrolysis, GDP FP detection; inhibition, % at 16.5 µM; Q9ULH1; AID 624377; in the data active = inhibition above about 25%;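 also: 0% = vehicle with enzyme and substrate and 100% = no enzyme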
Target sequence (Q9ULH1 325-724 limits assumed): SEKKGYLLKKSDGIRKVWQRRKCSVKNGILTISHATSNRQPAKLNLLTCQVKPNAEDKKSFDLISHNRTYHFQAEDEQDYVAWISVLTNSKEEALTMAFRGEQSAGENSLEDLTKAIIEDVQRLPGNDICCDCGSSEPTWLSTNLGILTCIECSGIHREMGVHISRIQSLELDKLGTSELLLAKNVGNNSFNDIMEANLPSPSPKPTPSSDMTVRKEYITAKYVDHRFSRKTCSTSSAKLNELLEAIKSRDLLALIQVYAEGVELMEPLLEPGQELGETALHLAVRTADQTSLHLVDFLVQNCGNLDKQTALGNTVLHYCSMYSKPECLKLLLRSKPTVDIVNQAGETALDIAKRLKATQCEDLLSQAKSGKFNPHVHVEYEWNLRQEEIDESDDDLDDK
sPLA2-III inh – Inhibits HGIII-sPLA2 liposome hydrolysis, primary screen; Q9NZ20; QFRET BODIPY PC-A2 liposome hydrolysis, fluorescence; inhibition, % at 12.2 µM; hit rate 0.56% among 370,000; AID 743126;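 active = inhibition above mean plus 3 SD of compounds lying within the high and low control bounds, cut at about 19% in these data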;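 also: 0% = median of test compound wells and 100% = no enzyme DMSO wells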
Target sequence (Q9NZ20 whole entry, looked up): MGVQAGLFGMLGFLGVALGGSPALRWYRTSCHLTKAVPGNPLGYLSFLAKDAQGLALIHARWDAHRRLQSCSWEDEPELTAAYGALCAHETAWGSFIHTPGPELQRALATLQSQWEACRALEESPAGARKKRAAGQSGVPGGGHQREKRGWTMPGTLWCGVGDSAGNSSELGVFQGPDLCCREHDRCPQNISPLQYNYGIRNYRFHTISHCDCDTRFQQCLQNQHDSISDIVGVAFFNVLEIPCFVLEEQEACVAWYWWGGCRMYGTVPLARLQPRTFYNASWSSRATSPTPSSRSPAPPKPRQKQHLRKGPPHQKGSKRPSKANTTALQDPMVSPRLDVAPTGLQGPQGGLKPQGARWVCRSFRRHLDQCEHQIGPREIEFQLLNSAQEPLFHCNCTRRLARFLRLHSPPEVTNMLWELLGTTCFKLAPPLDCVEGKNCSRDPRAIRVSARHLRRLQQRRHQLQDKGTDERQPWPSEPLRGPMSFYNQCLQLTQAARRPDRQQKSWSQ
rCAG binder – r(CAG) repeat RNA binding; TO-PRO-1 dye displacement fluorescence; inhibition, % at 3 µM; hit rate 1.3% among 370,000;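 active = inhibition above the plate cutoff, the mean of all test compounds on that plate plus 3 SD, cut at about 35% in these data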;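 also: 0% = DMSO alone and 100% = 100 µM mitoxantrone as full dye displacement; higher means more dye released from RNA so lower well fluorescence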
Tn6 DDE FP – inhibitors of Tn6 peptide binding to human fibrin DD(E); inhibition, % at 8.3 µM; AID 720509; hit rate 0.21% among 370,000; Fibrin DD(E) TRITC-Tn6 fluorescence polarization displacement; P02675;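 active = inhibition above a per-campaign cutoff: mean of compounds within control limits plus 3 SD, cut at about 15% in these data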;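 also: 0% = median of all compound wells on the plate and 100% = blocking peptide control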
NPR2 activator – GC-B (human) receptor activation; hit rate 0.11% among 370,000; AID 1920062; P20594; activation, % at 10 µM; HEK293-GC-B cells, CNP EC30, cGMP TR-FRET; 0% at EC30 CNP, 100% saturating CNP;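 active = activation at 10 µM reaching about 35% in either raw or pattern-adjusted values, limit read from the data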
FXN GAA850 act – activators of GAA850 frataxin (FXN) promoter; HEK293 lucGAA850 FXN promoter luciferase reporter, 24 h; percent of 10 µM SAHA response; activation, % at 6 µM; hit rate 0.56% among 360,000;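 active = activation above the average of all compounds screened plus 3 SD, cutoff fixed separately per campaign, cut at about 7.5% in these data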;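 also: 0% = DMSO wells and 100% = 10 µM SAHA wells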
ARFGAP1 inh – inhibits rat ARF GTPase activating protein 1; hit rate 0.26% among 360,000; inhibition, % at 16.5 µM; Q62848; AID 651572; Arfgap1-stimulated ARF1 GTP hydrolysis, GDP FP detection;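 active = inhibition above a per-plate limit, mean inhibition of low control wells plus 3 SD, cut at about 25% in these data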;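 also: 0% = DMSO wells with enzyme and 100% = wells lacking Arfgap1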
Target sequence (Q62848 1-136 limits assumed): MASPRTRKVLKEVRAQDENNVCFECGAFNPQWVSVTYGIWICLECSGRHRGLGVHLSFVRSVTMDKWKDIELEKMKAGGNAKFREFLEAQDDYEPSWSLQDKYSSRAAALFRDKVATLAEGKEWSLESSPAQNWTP
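Assay system: Rat Arfgap1 GAP domain (His6, aa 1-136), purified enzyme | Buffer or medium: HEPES 25 mM pH 7.5, NaCl 150 mM, MgCl2, DTT | Schedule: GTP hydrolysis reaction 2 h at 25 °C | Signal: FP of antibody-bound GDP Alexa 633 tracer, ex 620/em 688 nm | Measure: Percent inhibition of Arfgap1-stimulated GTP hydrolysis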
ADAM10 inh – inhibitors of human ADAM10; recombinant ADAM10, EDANS/DABCYL FRET peptide cleavage, 3 h; inhibition, % at 7 µM; hit rate 0.62% among 370,000; AID 720582;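 active = inhibition above a per-campaign cutoff equal to the mean of compounds falling between control-based bounds plus 3 SD, cut at about 20% in these data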;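 also: 0% = DMSO wells while the 100% control is not disclosed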
GC-A act – GC-A (human) enzyme activation; P16066; HEK293 GC-A cells, cGMP TR-FRET, EC30 ANP; 0% at EC30 ANP, 100% saturating ANP; activation, % at 10 µM; hit rate 0.14% among 370,000; AID 1671463; in the data active = activation above about 40%
proKLK7 act – activates the human kallikrein-7 zymogen; purified proKLK7, EDANS-DABCYL substrate fluorescence; 100% is mature enzyme control, 0% vehicle; activation, % at 7 µM; hit rate 0.9% among 370,000;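 active = activation above the mean of all tested compounds plus 3 SD, computed per campaign excluding outliers beyond control limits, cut at about 13% in these data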
The depositor's hits bear a star; / = not tested or not shown; & = joins results of further samples.

Below each compound: ASAP1 GAP inh | sPLA2-III inh | rCAG binder | Tn6 DDE FP | NPR2 activator | FXN GAA850 act | ARFGAP1 inh | ADAM10 inh | GC-A act | proKLK7 act
Cc1cc(C(=O)N2CCC(C)(C(=O)NS(=O)(=O)C3CC3)C2)n(C(C)(C)C)n1 (stereo not given)
 : 0 | 1 | 2 | 5 | 2 | -0.1 | 6 | -8 | 2 | 0.7
O=C(Cc1ccc(Br)cc1)N1CCN(C(=O)c2ccco2)CC1
 : 0 | 9 | -3 | 0 | 1 | 0.1 | 19 | 5 | -2 | 0.1
COc1ccc(NC(=O)c2oc3ccccc3c2NC(=O)COc2ccccc2OC)c(OC)c1
 : -7 | 1 | 5 | 18* | 4 | -1.2 | 0 | 0 | 11 | 0.6
O=C(CSc1nnc(-c2ccccc2F)o1)OCc1ccccc1
 : 2 | 7 | -3 | -5 | -5 | 1.2 | 8 | -3 | 61* | 0.3
O=C(O)c1[nH]nc2c1COc1ccccc1-2
 : 6 | 5 | 1 | 5 | 5 | -0.1 | 0 | 1 | -3 | 0.0
CC1CCN(C(=O)c2ccc(S(=O)(=O)NCc3ccco3)cc2)CC1
 : 10 | -3 | 2 | -3 | -5 | -0.1 | 6 | 0 | 3 | 0.1
COc1ccc(-n2c(Cc3cccn3C)nnc2SCC(=O)Nc2nccs2)cc1
 : 3 | -35 | 8 | 4 | -5 | -1.9 | 4 | -6 | -4 | 0.1
Nc1nc(CCl)nc(Nc2cccc3ccccc23)n1
 : -11 | -1 | 14 | 0 | -3 | -8.6 | 9 | 1 | 2 | 0.0
COc1cc2cc(CN(CCN3CCOCC3)C(=O)Nc3ccc(F)cc3)c(=O)[nH]c2cc1OC
 : 0 | -5 | -4 | 0 | -2 | 2.5 | -8 | -396 | -3 | 3.4
CCCCCCC(=O)n1ccc2ccc(-c3ccc4ccn(Cc5ccc(OC)cc5)c4c3)cc21
 : / | 2 | 18 | 9 | -12 | / | / | -25 | 2 | 0.3
Cc1cc([N+](=O)[O-])nn1CC(=O)NCCCN1CCOCC1
 : -7 | 2 | 0 | -2 | -4 | -0.4 | -3 | -1 | 1 | -0.1
COCCNC(=O)C(C)Oc1ccc(Cl)cc1Cl (stereo not given)
 : 4 | 4 | -2 | -3 | 4 | 0.8 | 7 | 2 | -4 | -0.2
CCC(C)[C@H]1CN=C(N)N1CCc1cc(C(F)(F)F)cc(C(F)(F)F)c1 (stereo not given in full)
 : 5 | -3 | 11 | -2 | -2 | -1.7 | 4 | 7 | -1 | -0.5
COc1ccc(NC(=O)COCC(=O)Nc2ccc(C)cc2)cc1
 : 5 | -3 | -4 | -4 | -1 | 0.8 | -6 | -3 | 0 | 0.5
O=C1CC(c2ccc(Cl)cc2)n2nc(NS(=O)(=O)c3ccc(F)cc3)nc2N1 (stereo not given)
 : -2 | 5 | 2 | 1 | 9 | -1.5 | 4 | -7 | -3 | 0.1
Cc1ccccc1CN1CCCCC(NC(=O)c2ccc(F)c(F)c2)C1=O (stereo not given)
 : / | -5 | 0 | -10 | 0 | / | / | 3 | 0 | -0.7
O=[N+]([O-])c1cccnc1Oc1ccc(OCc2ccccc2)cc1
 : 3 | -3 | -5 | -1 | 0 | 1.5 | 2 | 3 | 3 | -0.7
CCCCS(=O)c1snnc1C (stereo not given)
 : -14 | 2 | -1 | 3 | 1 | 3.4 | 1 | 3 | 1 | -0.9
C=CCc1cccc(CNc2nc3ccccc3n2C)c1O
 : 9 | -4 | 13 | -5 | -3 | 1.2 | 11 | 20* | -8 | -0.2
COc1ccccc1/C=C/C(=O)Nc1cccc(S(=O)(=O)NC2=NCCCCC2)c1
 : 5 | -8 | 4 | -10 | 0 | -3.2 | 1 | -22 | -9 | 0.5

Next section.
Below each compound: ASAP1 GAP inh | sPLA2-III inh | rCAG binder | Tn6 DDE FP | NPR2 activator | FXN GAA850 act | ARFGAP1 inh | ADAM10 inh | GC-A act | proKLK7 act
O=C(NC1CCCCNC1=O)c1ccco1 (stereo not given)
 : -10 | 2 | 1 | 3 | 3 | 1.1 | -3 | -1 | 2 | -0.2
Cc1ccc(C(F)(F)F)cc1NC(N)=S
 : 17 | 14 | -4 | -2 | 3 | -0.8 | 11 | 0 | 3 | -0.3
Cn1c(CNC(=O)c2ccc(Cl)c(Cl)c2)nnc1SCC(=O)Nc1sc2c(c1C#N)CCCC2
 : -15 | 1 | 1 | -5 | -7 | -1.4 | 15 | 4 | -6 | -0.1
CC(/C=C/c1ccc(OCc2ccccc2)cc1)=N\O
 : 3 | 0 | 0 | -7 | -1 | 7.9* | 10 | 7 | 2 | -0.2
O=C(c1ccc(Cn2cc([N+](=O)[O-])cn2)o1)N1CCCC1
 : 9 | 4 | 0 | 1 | 3 | 0.6 | 8 | -4 | 4 | 0.2
O=S1(=O)c2ccc(Br)cc2OC[C@H](Cc2ccccc2)N1Cc1cn(Cc2ccc(Br)cc2)nn1
 : / | 7 | 2 | 2 | 12 | / | / | -3 | 1 | 0.5
CCCCCC(=O)N1CCN(CCN=CC2=C(O)CC(c3ccc(OC)c(OC)c3)CC2=O)CC1 (stereo not given)
 : 6&9 | -3&9 | -1&3 | -3&-5 | 5&7 | -1.4&0.5 | -10&10 | 2&-2 | 1&-6 | 0.5&-0.2
O=C(NCCC1=CCCCC1)C1CCN(S(=O)(=O)N2CCCC2)CC1
 : 3 | 7 | -3 | 3 | 7 | 1.4 | 12 | -6 | 1 | -0.1
O=C1NCC(c2ccccc2)C1C(=O)N/N=C\c1ccc(-c2cccc(Cl)c2Cl)o1 (stereo not given)
 : 2 | -14 | 12 | -6 | -21 | -2.4 | 2 | -5 | -2 | -3.1
COc1cc(/C=C2\SC(N)=NC2=O)cc(Cl)c1O
 : 3 | 5 | -10 | -11 | -11 | 0.2 | 1 | 6 | -9 | 0.7
Cc1c(NC(=O)c2cc(-c3ccc(Br)cc3)on2)c(=O)n(-c2ccccc2)n1C
 : -10 | 2 | 3 | -6 | 2 | 1.4 | -5 | 5 | 18 | 0.6
C[C@H](CO)N1C[C@H](C)[C@@H](CN(C)C(=O)Nc2ccc3c(c2)OCO3)Oc2c(NC(=O)C3CCCCC3)cccc2C1=O
 : -12 | -3 | 3 | 1 | 2 | -3.0 | -6 | -11 | 3 | -0.1
N#C/C(=N\Nc1ccc(Cl)cc1)C(=O)c1ccsc1
 : 7 | -11 | 47* | 0 | 2 | -3.7 | -1 | 11 | 9 | -1.0
CN(C)Cc1c(O)ccc2c(=O)c(-c3ccccc3Cl)c(C(F)(F)F)oc12
 : 7 | -21 | -2 | -6 | -4 | 2.2 | 2 | -19 | 2 | 7.3
COc1cc(C(=O)COC(=O)C2CCN(c3ccc(C(F)(F)F)cn3)CC2)ccc1OC(F)F
 : 7 | -14 | 0 | 7 | -4 | 0.9 | 1 | 13 | -1 | -0.6
COC(=O)c1cc(Br)c(=O)n(-c2ccc(F)cc2)c1
 : -7 | 3 | -1 | 8 | 1 | 0.4 | 5 | 1 | 2 | -1.1
O=[N+]([O-])c1cccc(NC(=S)NCCc2ccccc2)c1
 : -5 | -16 | 6 | 0 | 1 | 1.4 | 13 | 5 | 6 | -0.2
CC(NC(c1ccccc1)c1ccccc1)C(=O)N1CCCc2ccccc21 (stereo not given)
 : -3 | 2 | 0 | 6 | -6 | 3.4 | 0 | 5 | -8 | 0.5
C=CCOC(=O)C1=C(C)N=c2s/c(=C3\C(=O)N(CC(=O)O)c4ccccc43)c(=O)n2C1c1ccc(OC)cc1 (stereo not given)
 : 0 | 4 | 12 | -8 | 3 | -5.7 | -5 | 8 | -7 | 0.1
O=C(CNc1ccc(Br)cc1)c1ccccc1
 : 6 | 2 | 1 | -7 | 2 | -2.7 | 5 | -6 | 5 | 0.8

Remaining list, next part.
Below each compound: ASAP1 GAP inh | sPLA2-III inh | rCAG binder | Tn6 DDE FP | NPR2 activator | FXN GAA850 act | ARFGAP1 inh | ADAM10 inh | GC-A act | proKLK7 act
CCOC(=O)CNC(=S)NN(C)C
 : 2 | -1 | -1 | 6 | -2 | 0.5 | 1 | 1 | 8 | -0.2
Cc1cc(NC2CCCCC2)nc(NCc2ccccc2)n1
 : 3 | -6 | 6 | -1 | -6 | -1.3 | 3 | -9 | -12 | -0.3
CCCCOc1ccc(-c2nnn(C(C)(C)C(=O)OC)n2)cc1
 : 9 | -5 | -7 | -6 | -2 | 4.7 | -5 | -2 | 5 | -0.2
COCCCNC(=O)c1cc2c(=O)n3cccc(C)c3nc2n(C(C)C)c1=N
 : -4 | 6 | -2 | -6 | 2 | 1.0 | 5 | -131 | 6 | 4.4
O=C(CC(=O)N/N=C/c1c(F)cccc1Cl)NCCc1ccccc1
 : 6 | -16 | -2 | 0 | 2 | 0.8 | -8 | -1 | -2 | -0.3
C=CCc1cccc(/C=N/NC(=O)C(=O)Nc2ccc(C)cc2)c1O
 : -5 | 10 | -2 | 4 | 3 | 3.0 | -5 | -8 | 3 | -0.2
CCOC(=O)c1c(C)[nH]c(C)c1S(=O)(=O)NCc1ccccc1C
 : 6 | -1 | -2 | 0 | 2 | -0.1 | 2 | -5 | -4 | -0.1
COc1ccc(N(C(=O)c2ccncc2)S(=O)(=O)c2ccc(OC)c(OC)c2)cc1
 : -21 | 11 | 2 | 4 | -6 | -2.5 | -6 | -7 | -1 | -0.5
COc1cccc(-n2sc3c(c2=S)-c2cc(OC)ccc2NC3(C)C)c1
 : 3 | 27* | 4 | 2 | -1 | 2.3 | -4 | 13 | 1 | -0.1
CCC1=C(OC(=O)N(CC)CC)N2C(=O)OC(=NCCc3c[nH]c4ccccc34)[C@]2(Cc2ccccc2)[C@H]2C1=CC[C@H]1C(=O)N(c3ccccc3)C(=O)[C@H]12
 : 5 | -19 | 10 | -1 | 5 | -1.8 | -4 | 4 | 1 | -1.0
CC1=C(C(=O)N2CCCCCC2)CC(CC(=O)NCCN2CCOCC2)C(=O)N1CCC1=CCCCC1 (stereo not given)
 : -8 | -3 | -2 | -2 | -8 | / | -13 | 5 | -1 | -0.1
CN(CC(=O)NC1CCCCCC1)S(=O)(=O)c1ccc(Br)cc1
 : 1 | 5 | -3 | -3 | 0 | 2.6 | 4 | -1 | 1 | -0.6
Cc1nc(C)c(CCNC(=O)c2ccccc2)s1
 : 7 | 2 | 0 | 4 | 1 | -0.8 | -6 | -9 | 5 | -0.2
Cc1nc(NCCc2ccccc2)sc1C(=O)N(C)C
 : -3 | 2 | 2 | 1 | 0 | 0.9 | -16 | -5 | -3 | 0.5
CC(NC(=O)COC(=O)c1ccc([N+](=O)[O-])s1)c1ccccc1 (stereo not given)
 : -16 | 3 | 0 | 6 | 2 | 1.2 | -2 | 2 | 1 | -0.2
COCC(=O)Nc1cc(=O)n(C)c(=O)n1C
 : -5 | 4 | -1 | 7 | -2 | 0.4 | -2 | -12 | 2 | -0.3
O=C(Cn1nnc(-c2ccccc2)n1)NCc1ccco1
 : 9 | -6 | 0 | 8 | 7 | 0.2 | 13 | -3 | 3 | 0.4
Cc1ccccc1/C=N/NC(=O)c1cccnc1
 : -5 | -1 | 6 | 9 | 2 | 2.1 | 1 | 1 | -3 | -1.0
COc1ccc(CCN(Cc2ccccn2)C(=S)Nc2ccccc2Cl)cc1OC
 : 3 | 8 | -1 | -9 | -2 | 0.9 | -9 | 8 | -4 | 0.3
Cc1ccc(S(=O)(=O)NC(=O)Nc2cccc(C)n2)cc1
 : -10 | 6 | 13 | 5 | 0 | -0.7 | -5 | -10 | -4 | -0.1

Assay outcomes (PubChem)
